mHtt clearance: clearance of mutant huntingtin inclusions, primary screen, imaging, HeLa Exon1htt(103Q)mCFP, confocal imaging; aggregate imaging; zero = plate's median compound well; inhibition, % at 1.5 µM; 47,000 compounds, 0.42% hits; AID 853, 2007;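 active means inhibition of aggregate fluorescence above about 70%, also judged a hit by eye on the cell image, limit read from the data, passing the limit was not always enough; inconclusive means no rule stated for this call; inactive means not judged a hit on image review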;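 further: cells exposed to compound for three days before fixation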
mHtt clearance grain fraction: also measured in mHtt clearance; calls as there; fraction fluorescence in grains; measured here: aggregate grain fluorescence fraction; hits give low values;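 scaled fraction of total cell fluorescence in grains with unit not stated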
The depositor's hits bear a star; i = inactive; ? = inconclusive; · = no result given. The list is partial. The share of hits here may be higher or lower than overall.

SMILES | mHtt clearance | mHtt clearance grain fraction
Cc1ccc(C(=O)NC2CCS(=O)(=O)C2)cc1S(=O)(=O)N1CCCCC1 (stereo unspecified) | -4 | 19
CC(C)Cc1ccc(S(=O)(=O)N2CCN(C(=O)c3ccco3)CC2)cc1 | 37 | 12
O=C(CSc1nc2ccccc2[nH]1)NCc1ccco1 | -12 | 37
CCC(=NC1CC(C)(C)NC(C)(C)C1)C1=C(O)CC(C)(C)CC1=O | -68 | 66
Cc1nc2nc(-c3cccnc3)nn2c(C)c1Cl | 50 | 8.3
CCc1nc(N)c(C#N)c(-c2ccc(OC)c(OC)c2)c1C | -12 | 19
O=C(Nc1cccc(F)c1)c1c(F)c(F)c(F)c(F)c1F | 54 | 8.1
O=C(CCSc1ccc(Cl)c(Cl)c1)NC12CC3CC(CC(C3)C1)C2 | 20 | 16
Cc1nnc(SCC(=O)N(C)Cc2ccccc2)[nH]c1=O | -20 | 42
COc1ccc(C)cc1-n1c(-c2ccncc2)n[nH]c1=S | 32 | 12
CC(C)(C)n1nnnc1C(c1ccncc1)N1CCCCCC1 (stereo unspecified) | 11 | 19
COc1ccc2c(c1)C(=O)N(c1ccccc1OC)C(=O)C2 | 23 | 13
COC(=O)COc1ccc(S(=O)(=O)Nc2ccc(NC(C)=O)cc2)cc1 | -12 | 21
Clc1ccccc1Cn1nnc2c(N3CCOCC3)nc(C3CC3)nc21 | 28 | 26
CC(=O)Nc1ccc(S(=O)(=O)Nc2c(C)n(C)n(-c3ccccc3)c2=O)cc1 | -38 | 48
Nc1nc(N)c2sc3nc4c(cc3c2n1)CCC4 | -7 | 50
COc1cc(C2=NOC(C(=O)Nc3ccc(C(C)=O)cc3)C2)cc(OC)c1OC (stereo unspecified) | 61 | 14
O=C(Nc1cc(C(F)(F)F)ccc1N1CCOCC1)c1ccco1 | -14 | 21
CCn1cc([N+](=O)[O-])c(C(=O)Nc2nc(-c3ccc(C)c(C)c3)c(C)s2)n1 | -33 | 52
CCOc1cc(S(=O)(=O)NCCc2ccc(OC)c(OC)c2)c(OCC)cc1-n1cnnn1 | -8 | 21
CCOC(=O)Cc1csc(NC(=O)c2c(-c3c(F)cccc3Cl)noc2C)n1 | 70 | 6
O=C(Cn1cc([N+](=O)[O-])cn1)N1N=C(C(F)F)CC1(O)C(F)F (stereo unspecified) | -117 | 41
COc1ccc(-n2nnnc2S(=O)(=O)Cc2ccc(C(=O)O)cc2)cc1 | -129 | 47
CCC(C)NC(=O)c1ccccc1NC(=O)Nc1ccccc1 (stereo unspecified) | -30 | 47
Cc1c(C2(O)C(=O)Nc3ccc(F)cc32)c(=O)n(-c2ccccc2)n1C (stereo unspecified) | 42 | 11
O=C(CN1CCCCC1)Nc1ccccc1 | -15 | 36
CCCn1nnnc1SCC(=O)N1CCOCC1 | -22 | 44
O=C(COC(=O)c1ccco1)NC1CCCCC1 | 7 | 32
COc1cc(Nc2ccc(C)cc2)c([N+](=O)[O-])nc1[N+](=O)[O-] | i | 156
COCCCN1C(=O)c2[nH]nc(-c3cc(C)cc(C)c3O)c2C1c1ccc(O)c(OC)c1 (stereo unspecified) | -20 | 52
C=CCOc1ccc(Oc2cc(C)nc(SC)n2)nn1 | -12 | 22
N/C(=N\OC(=O)Nc1ccc(Cl)c(Cl)c1)c1ncc(C(F)(F)F)cc1Cl | -7 | 23
O=C(Cn1cc(C(=O)C2CC2)c2ccccc21)NCC1CCCO1 (stereo unspecified) | -27 | 25
Cn1c(C(=O)NCCN2CCCCCC2)cc2c(=O)n(C)c3ccccc3c21 | -59 | 53
O=C1C(C=NCC2CCCO2)=C(O)c2ccccc21 (stereo unspecified) | -5 | 39
COc1ccc(C(c2nnnn2CCc2ccccc2)N2CCN(C3CCCC3)CC2)cc1OC (stereo unspecified) | 44 | 22
Cc1nc(C)c(C(=O)C2=C(O)C(=O)N(CCN(C)C)C2c2cccs2)s1 (stereo unspecified) | -21 | 24
CC(C)CC(=O)NC1(C(F)(F)F)C(=O)Nc2c1c(=O)n(C)c(=O)n2C (stereo unspecified) | 32 | 12
c1ccc(C(c2nnnn2C2CCCC2)N2CCN(c3ccccc3)CC2)cc1 (stereo unspecified) | -2 | 18
O=C(O)C1CC(=O)N(Cc2ccc3c(c2)OCO3)C1 (stereo unspecified) | -99 | 36
CC(/C=C1\N=C(SCc2ccccc2Cl)SC1=O)=C\c1ccccc1 | 15 | 33
COc1cc2ccccc2cc1C(=O)O | -5 | 19
N#CC(C(=O)OCc1ccccc1)c1nc2ccccc2nc1N1CCOCC1 (stereo unspecified) | 12 | 33
COc1ccc(C(=O)N(Cc2ccccc2)Cc2cc3cc4c(cc3[nH]c2=O)OCCO4)cc1 | -5 | 39
Cc1nc2ccccc2c(=O)n1NC(=O)C1CCCCC1 | 15 | 17
COCc1cc(=O)[nH]c(Nc2nc(C)c3ccccc3n2)n1 | -2 | 28
O=C(O)C1CCN(c2nc(-c3ccccc3)nc3c2oc2ccccc23)CC1 | 39 | 13
C=CCn1c(=O)n(CCOC)c(=O)c2sc3ccccc3c21 | -10 | 37
O=C(Nc1cccc(-c2nnc(-c3ccccc3)o2)c1)C1CCCO1 (stereo unspecified) | -17 | 23
CCOc1nc(-c2ccccc2)ccc1-c1noc(COC)n1 | 2 | 16
Cc1nn(C)c(C)c1S(=O)(=O)N1CCC(C(=O)NC2CCCc3ccccc32)CC1 (stereo unspecified) | -32 | 54
Cc1ccc(S(=O)(=O)NC(C)C(=O)NC2CCCCCC2)cc1 (stereo unspecified) | -20 | 23
O=C(CSc1nnc(COc2ccccc2)n1-c1ccccc1)c1ccccc1 | -6 | 42
CC1CCCCN1S(=O)(=O)c1ccc(S(=O)(=O)NCCc2ccncc2)cc1 (stereo unspecified) | -13 | 20
CC(NC(=O)Cn1nc(-c2ccccc2)c2ccccc2c1=O)c1ccccc1 (stereo unspecified) | -9 | 47
COc1ccc(-n2cnnc2)cc1 | -29 | 52
COc1ccc(Cn2nnnc2C(c2cccnc2)N2CCN(c3ccc(O)cc3)CC2)cc1 (stereo unspecified) | ? | ·
NC(=O)C1CCN(C(=O)c2ccco2)CC1 | 33 | 13
Cc1[nH]c(=S)n(CC2CCCO2)c1C (stereo unspecified) | 26 | 23
Cc1cc(C(=O)O)c(CSCc2cc(C(=O)O)oc2C)o1 | -20 | 21

Continuation.
SMILES | mHtt clearance | mHtt clearance grain fraction
CCC(=O)N1CCN(c2ccc(NC(=O)c3ccc4c(c3)OCO4)cc2)CC1 | -12 | 23
COC(=O)c1ccc(NC(=O)CSCc2ccc(C)cc2)cc1 | -9 | 25
Cc1cc(C)c2nc(N)sc2c1 | 58 | 8.2
O=C(c1ccco1)N1CCCSC1=Nc1ccccc1 | -47 | 32
O=C(OCc1ccccc1)c1cccc(-c2nnc(-c3ccccc3)o2)c1 | -44 | 43
CCOC(=O)N1CCN(C(=O)C(=O)Nc2ccc3nc4n(c(=O)c3c2)CCCCC4)CC1 | -54 | 63
CCOc1cc(C(=O)NCc2ccc(-c3nc4ccccc4o3)cc2)cc(OCC)c1OCC | 48 | 16
c1ccc(C2=NCCCN2)cc1 | 30 | 25
CC(C)[C@H](NC(=O)Nc1ccc2c(c1)OCCO2)C(=O)O | 28 | 13
O=c1cc(-c2ccccc2)nc(N2CCN(Cc3ccccc3)CC2)[nH]1 | -111 | 40
C=CCc1ccc(OCCCN2CCCC(C)C2)c(OC)c1 (stereo unspecified) | -13 | 22
C=CCOC(=O)C1=C(C)NC(SC)=C(C#N)C1c1ccc(OCC)cc1 (stereo unspecified) | 30 | 26
CSc1nc2nccc(-c3ccc(Oc4ccccc4)cc3)n2n1 | -1 | 38
O=c1[nH]c2ccccc2n1CCC1CCCCC1 | -18 | 38
CCOC(=O)C1=C(C)NC2=C(C(=O)CC(c3ccc(OC)c(OC)c3)C2)C1c1ccc(C)o1 (stereo unspecified) | 22 | 16
COC(=O)CSc1nnc(-c2cccs2)n1-c1ccc(Cl)cc1 | -4 | 20
CCCOc1ccc(CCN2CCC(=O)NC2=O)cc1C | 0 | 38
Cc1ccc(S(=O)(=O)NC(C)C(c2cccs2)N2CCN(C)CC2)cc1 (stereo unspecified) | -16 | 23
O=C1CCCC(O)=C1C1C2=C(CCCC2=O)Oc2ccccc21 (stereo unspecified) | -21 | 47
Cc1onc(-c2c(Cl)cccc2Cl)c1C(=O)Nc1ccc2c(c1)OCO2 | -170 | 121
CC(C)SCCCOc1ccc(C(C)(C)C)cc1 | 5 | 20
CCCCCCn1c(SCC(=O)c2c(N)n(C)c(=O)n(C)c2=O)nc2ccccc21 | 15 | 17
O=C(NCCCCc1ccccc1)C12CN(Cc3ccccc3)CC1C(c1cccc([N+](=O)[O-])c1)=NO2 (stereo unspecified) | 4 | 37
O=c1[nH]c2c(c3c1CCCC3)CCCC2 | -36 | 50
Cc1nn(-c2ncc(C(F)(F)F)cc2Cl)c(=O)n1-c1ccccc1 | -6 | 21
Cc1cc(C)nc(Nc2n[nH]c(-c3cccc4ccccc34)n2)n1 | -9 | 43
CC(C)OC(=O)CSc1nnc(-c2ccco2)n1N | 1 | 19
COc1ccc(NC(=O)C2CCN(C(=O)NCc3ccccc3)CC2)cc1 | -10 | 37
Cc1ccc(-c2nn(C)c(=O)c3ccccc23)cc1CNC(=O)CSc1nc2ccccc2o1 | -1 | 43
COC(=O)CN(C#N)c1nc(OC)nc(N(C)C)n1 | 57 | 13
CCCCOCCCNC(=O)c1ccc(OCC)cc1 | 2 | 17
CCCn1c(C)cc(/C=C(\C#N)C(=O)OCC(=O)NC(=O)NC(C)(C)C)c1C | 3 | 19
O=c1c2ccccc2nc(SCc2cn3ccsc3n2)n1-c1ccccc1F | 29 | 14
COCc1cc(Sc2c(Cl)cccc2Cl)nc(-c2ccccc2)n1 | -7 | 33
O=C(O)CCN(CCC(=O)O)S(=O)(=O)c1ccccc1 | 16 | 17
O=C(OC(C(=O)NCC1CCCO1)c1ccccc1F)c1ccco1 (stereo unspecified) | -4 | 22
Cc1ccc(NCc2nnc(SCC(=O)c3ccccc3)n2Cc2ccco2)c(C)c1 | 33 | 23
COC(=O)c1ccc(NC(=O)N2CCC(O)(c3cccnc3)CC2)cc1 | -2 | 41
O=C(CN(C1CC1)S(=O)(=O)c1ccc(S(=O)(=O)N2CCCCCC2)cc1)Nc1ccccc1 | 36 | 13
CC1CCCCN1C(=O)Cn1c(=O)n(CCC(=O)NCc2ccco2)c(=O)c2sccc21 (stereo unspecified) | -6 | 20
COc1cccc(OC)c1C(=O)N1CCN(c2ccccn2)CC1 | 11 | 17
Cc1ccsc1/C=N/n1cnc2sc(C)c(C)c2c1=O | -2 | 35
Cc1ccc(C(CCN)c2ccco2)cc1 (stereo unspecified) | 35 | 13
C=CCOC(=O)C1CC=CCC1C(=O)Oc1ccc(F)cc1F (stereo unspecified) | 8 | 33
CCCC(NC(=O)c1ccccc1)c1nc2ccccc2n1Cc1ccc(C(=O)OC)o1 (stereo unspecified) | 66 | 6.5
Cc1cccc(OCc2n[nH]c(=S)n2C2CCCCC2)c1 | 31 | 13
O=C(NC1CCCCC1)C1CCN(S(=O)(=O)c2cccc3cccnc23)CC1 | -223 | 116
CN(C)c1nc(N/N=C\c2ccc(Cl)c([N+](=O)[O-])c2)nc(Nc2ccc(F)cc2)n1 | -40 | 25
O=C(Nc1ccc(Nc2ccccc2)cc1)c1ccco1 | -27 | 24
COc1ccc(-c2nnc3ccc(SCC(N)=O)nn23)cc1OC | 10 | 31
O=C1CCCc2c1nc(-c1ccccc1)n2O | -12 | 42
CCOC(=O)c1sc2nc(CC(=O)OC)nc(NCc3ccc(F)cc3)c2c1C | 4 | 42
CCc1c(C)nc2ncnn2c1N1CCC(C(=O)N2CCN(c3ccc(F)cc3)CC2)CC1 | 15 | 32
Nc1c(S(=O)(=O)c2ccccc2)c2nc3ccccc3nc2n1Cc1ccco1 | -23 | 45
CN(C)/C=N/c1c(C#N)cnn1-c1ccccc1 | -3 | 44
COc1ccccc1N1CCN(C(=O)CC2NC3CCCCC3NC2=O)CC1 (stereo unspecified) | -34 | 57
Cc1ccc(OCC(=O)Nc2cccc(O)c2)cc1C | -17 | 19
CC1=C(C(=O)OCCOC(C)C)C(c2cc3c(cc2Br)OCO3)C2=C(CCCC2=O)N1 (stereo unspecified) | -56 | 26
O=C(NCc1cccnc1)c1cccc(NC(=O)c2ccco2)c1 | 18 | 18

Part of the list above in order of heavy-atom count, falling.
SMILES | mHtt clearance | mHtt clearance grain fraction
CCc1c(C)nc2ncnn2c1N1CCC(C(=O)N2CCN(c3ccc(F)cc3)CC2)CC1 | 15 | 32
CCCC(NC(=O)c1ccccc1)c1nc2ccccc2n1Cc1ccc(C(=O)OC)o1 (stereo unspecified) | 66 | 6.5
CC1=C(C(=O)OCCOC(C)C)C(c2cc3c(cc2Br)OCO3)C2=C(CCCC2=O)N1 (stereo unspecified) | -56 | 26
CN(C)c1nc(N/N=C\c2ccc(Cl)c([N+](=O)[O-])c2)nc(Nc2ccc(F)cc2)n1 | -40 | 25
CCOC(=O)c1sc2nc(CC(=O)OC)nc(NCc3ccc(F)cc3)c2c1C | 4 | 42
COc1ccccc1N1CCN(C(=O)CC2NC3CCCCC3NC2=O)CC1 (stereo unspecified) | -34 | 57
COc1ccc(-c2nnc3ccc(SCC(N)=O)nn23)cc1OC | 10 | 31
C=CCOC(=O)C1CC=CCC1C(=O)Oc1ccc(F)cc1F (stereo unspecified) | 8 | 33
Cc1cccc(OCc2n[nH]c(=S)n2C2CCCCC2)c1 | 31 | 13
Cc1ccc(OCC(=O)Nc2cccc(O)c2)cc1C | -17 | 19
CN(C)/C=N/c1c(C#N)cnn1-c1ccccc1 | -3 | 44
O=C1CCCc2c1nc(-c1ccccc1)n2O | -12 | 42
Cc1ccc(C(CCN)c2ccco2)cc1 (stereo unspecified) | 35 | 13
